# Screens: PubChem BioAssay, Sanford-Burnham Center for Chemical Genomics
# ER stress surv = ER stress cell death inhibition | relative survival (cellular ATP), % at 15 µg/mL (by protocol) | 48,000 tested, 0.33% active | CSM14.1 thapsigargin ER stress survival, ATP luminescence;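 active = survival measured by cellular ATP above 50% at 15 µg/ml in the first screen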;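 also: cell death triggered by about 15 µM thapsigargin; ATP read 24 h after thapsigargin was added; plate controls were thapsigargin with DMSO for no effect and DMSO without thapsigargin for full effect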
# Active calls of the source: *. Only part of the results is shown; count on the stated rates, not on these rows.
SMILES,ER stress surv
CC(C)Oc1ccc(-c2cc(C(=O)O)c3ccccc3n2)cc1,-4.9
COc1ccccc1N1CCN(C(=O)CN(c2cc(Cl)ccc2OC)S(=O)(=O)c2ccc(C)cc2)CC1,-0.1
COc1ccccc1N1CCN(C(=O)CN(c2ccc(Br)cc2)S(=O)(=O)c2ccccc2)CC1,1.7
Cc1cc(/C=N/N2C(=O)c3ccccc3C2=O)c(C)n1C,19.0
Cc1cccc(C(=O)N/C(=C/c2ccc(Br)cc2)C(=O)NN)c1,-3.7
COc1ccccc1N(CC(=O)Nc1cc(Cl)cc(Cl)c1)S(=O)(=O)c1ccccc1,-4.1
COc1ccccc1/C=N/N1C(=O)c2cccc3cccc(c23)C1=O,-1.5
CC(C)Cn1ccc(=O)n(CC(C)C)c1=O,1.7
CCOC(=O)C1=C(C)N=c2s/c(=C\c3cc4c(cc3Br)OCO4)c(=O)n2C1c1ccc(OC)cc1 (stereo not drawn),6.7
CC(C)(C)C(=O)COc1cc2oc(=O)c3c(c2cc1Cl)CCC3,10.9
COc1ccc(N2Cc3ccc(C(=O)NN)cc3C2)cc1,8.6
O=C1N=C(N2CCOCC2)S/C1=C\c1ccc(O)cc1,-1.1
O=S(=O)(N/N=C/C=C/c1ccccc1)c1ccc(Cl)cc1,0.7
O=C1CC(c2ccc(Cl)cc2)CC2=C1C(c1cccs1)Nc1ccccc1N2 (stereo not drawn),68.0*
O=C(O)CCCCCN1C(=O)C(=O)/C(=C(/O)c2ccc([N+](=O)[O-])cc2)C1c1cccc(F)c1 (stereo not drawn),-2.9
CC(=O)Oc1ccc(/C=C2\C=C(c3ccc(Br)cc3)OC2=O)c(OC(C)=O)c1,5.3
O=C1c2ccccc2C(=O)N1CSc1nnc2c(n1)[nH]c1ccccc12,9.8
CCOC(=O)c1c(N)sc(C(=O)Nc2cc(C)cc(C)c2)c1C,-19.7
OC(CN1CCCCC1)c1ccc2c(c1)OCCCO2 (stereo not drawn),10.2
CCCCOC(=O)c1ccc(NC(=S)NC(NC(C)=O)C(Cl)(Cl)Cl)cc1 (stereo not drawn),2.7
COc1ccc(Cl)cc1N(CC(=O)NCCSc1ccc(C)cc1)S(=O)(=O)c1ccccc1,5.4
CCOn1c(=O)c(-c2cccs2)[n+]([O-])c2ccccc21,6.9
C=CCNC(=O)/C(=C\C=C\C)NC(=O)c1ccccc1,2.3
CCOC(=O)C1=NNC(C(=O)c2ccc(OC)cc2)C1c1ccccc1Cl (stereo not drawn),-0.4
Cc1cc(Nc2ccccc2)c2c([N+](=O)[O-])cc(C)c(C)c2n1,7.9
CC(=O)Oc1ccc(C(=O)Nc2cccc(-c3nc4ccccc4o3)c2)cc1,8.3
CCCn1c(=O)c(C(=O)Nc2ccc(F)cc2)c(O)c2ccccc21,8.0
CC12c3ccccc3C(C)(c3ccccc31)C1C(=O)N(c3cccc(C(=O)O)c3)C(=O)C12 (stereo not drawn),1.6
NC1=NC(=O)C(CC(=O)Nc2cccc([N+](=O)[O-])c2)S1 (stereo not drawn),-1.6
COc1ccccc1NC(=O)c1c(N)sc2c1CCCC2,-14.9
CN(C)c1ccc(C2CC(c3cccs3)=NN2C(=O)CCC(=O)O)cc1 (stereo not drawn),-1.6
COc1ccc(C(=O)N2CCN(Cc3ccccc3Cl)CC2)cc1,1.5
COc1ccc(NC(=O)c2cc([N+](=O)[O-])ccc2N2CCOCC2)cc1,4.7
COc1ccc(N2C(=O)C(Cl)=C(Nc3cc(OC)ccc3OC)C2=O)cc1,12.3
O=C(NCc1ccco1)c1cc2c(ccc3ccccc32)oc1=O,0.4
CN1C(=O)C(=Cc2cc(Br)c(O)c(I)c2)C(=O)N(C)C1=O,-1.0
O=C(Nc1ccc2c(c1)C(=O)N(c1ccccc1)C2=O)c1ccc2c(c1)C(=O)N(c1ccccc1)C2=O,2.2
O=C(CSc1nc2ccc([N+](=O)[O-])cc2[nH]1)c1ccc(Br)cc1,8.9
Oc1ccc(C=NCC2(c3ccccc3)CCCC2)cc1,-3.4
CC(C)COc1ccc(C(=O)Nc2sc3c(c2C(N)=O)CCCCCC3)cc1,5.0
Cc1cc(C)cc(NCc2ccccn2)c1,-0.2
CC1CC(N(C(=O)c2ccc(Cl)cc2)c2ccccc2)c2ccccc2N1 (stereo not drawn),2.4
O=C1CSC(c2ccc([N+](=O)[O-])cc2)N1Cc1ccco1 (stereo not drawn),-3.5
CN(C)c1ccc(NC(=O)CCC2CCCCC2)cc1,0.7
Fc1cccc(CN2CCN(C3CCCC3)CC2)c1,0.4
Cc1cccc(C)c1OC(=O)C(C)N1C(=O)c2ccccc2C1=O (stereo not drawn),-7.1
CCC1(C)CC(CC#N)(c2ccccc2OC)CCO1 (stereo not drawn),-2.2
Cc1ccc([N+](=O)[O-])cc1NC(=O)COc1cccc(Cl)c1,10.8
COc1ccc(C2=Nc3ccccc3NC(c3ccc(F)cc3)C2)cc1 (stereo not drawn),6.7
C=CCc1cccc(/C=N/NC(=O)c2cc(-c3ccc(OC)cc3)n[nH]2)c1O,9.4
O=C(CN(Cc1ccccc1)Cc1ccccc1)NCCNc1ccc([N+](=O)[O-])cc1Cl,3.2
COC(=O)c1c(-c2ccc(Cl)cc2)csc1NC(=O)C1CC=CCC1C(=O)O (stereo not drawn),11.7
COc1ccccc1CNC(=O)c1ccc(C)cc1,6.3
Cc1cc(CN2CCOCC2)c(O)c(C)n1,0.4
c1ccc(-n2ncc3c(N4CCN(C5c6ccccc6-c6ccccc65)CC4)ncnc32)cc1,8.4
O=C(CCc1ccccc1)Nc1nc(-c2ccc(Cl)c(Cl)c2)cs1,1.3
CCOC(=O)c1ccc(N=Cc2ccc(Br)s2)cc1,7.9
CC(C)(C)C1(C)OC(O)(C(F)(F)C(F)F)CC1=O (stereo not drawn),-3.9
CCOC(=O)C1=C(O)/C(=C/c2ccccc2Cl)SC1=Nc1ccccc1,9.9
COc1ccc(OC)c(NC(=O)C(=O)N/N=C/c2ccc(C(=O)O)cc2)c1,5.8
# Following part.
SMILES,ER stress surv
O=C1C2C(c3ccccc3)OC3(C(=O)c4ccccc4C3=O)C2C(=O)N1c1ccc([N+](=O)[O-])cc1 (stereo not drawn),3.2
Cc1cc(/C=C2\C(=O)NC(=S)N(c3ccc(Cl)cc3)C2=O)c(C)n1-c1cccnc1,4.6
O=[N+]([O-])c1cc2c(c([N+](=O)[O-])c1)Nc1ccccc1N=C2c1ccc(Br)cc1,7.1
CCOC(=O)c1c(C)oc2ccc(NS(=O)(=O)c3ccc4ccccc4c3)cc12,6.3
Cc1ccc2oc(-c3cc(NC(=O)Cc4ccccc4)ccc3O)nc2c1,9.2
COc1cccc(N2C(=O)C(=O)/C(=C(\O)c3ccccc3)C2c2ccc(OC)cc2OC)c1 (stereo not drawn),10.5
O=C(NCCN1CCOCC1)c1cc(-c2ccccc2)nc2ccccc12,2.9
O=C(CSCc1cccc(Cl)c1)N/N=C/c1ccc(OCC(=O)N2CCCCC2)cc1,-7.3
COc1ccc(CNC(=O)Cc2ccc(Br)cc2)cc1,9.3
NC(N)=NS(=O)(=O)c1ccc(NC(=S)NC(=O)c2ccc(F)cc2)cc1,12.7
CC1(C)CC(=O)C=C(Nc2ccccc2C#N)C1,-1.2
COc1ccc(Nc2ncnc3c2cnn3-c2ccccc2)cc1,3.9
Cc1cccc(NC(=O)CSc2nc(-c3ccccc3)c(-c3ccccc3)o2)c1C,2.9
CC(=O)Oc1cc(-c2nc3ccccc3c(=O)o2)cc(-c2nc3ccccc3c(=O)o2)c1,8.9
CCCCOc1ccc(C(CC(=O)O)CC(=O)O)cc1,8.0
S=C(c1ccc(OCc2ccccc2)cc1)N1CCN(c2cccc(Cl)c2)CC1,-1.3
COc1ccccc1C(=O)NC(=S)Nc1cccc2c(C)cc(C)nc12,2.7
COc1cc(-c2nc(-c3ccccc3)c(-c3ccc([N+](=O)[O-])cc3)[nH]2)cc(OC)c1O,-6.7
O=C(O)c1cc(NC(=O)c2ccc(Cl)c(Cl)c2)cc(C(=O)O)c1,0.6
COc1ccc2c(c1)NC(C)(C)c1sn(-c3ccc(C)cc3)c(=S)c1-2,8.0
C=CCN1C(=O)/C(=C/c2cc(Cl)ccc2O)SC1=S,-11.4
CCOc1ccccc1CN(CCc1ccc2c(c1)OCO2)Cc1ccc(OC)c(OC)c1,2.1
O=S(=O)(c1cccc2cccnc12)N1CCN(Cc2ccc3c(c2)OCO3)CC1,-2.6
N#Cc1c2n(c3c(=O)n(Cc4ccccc4Cl)cnc13)CCCC2,1.2
CCC(Oc1ccccc1)C(=O)Nc1cccc(F)c1 (stereo not drawn),0.5
CC1(C)CC(=O)C2=C(C1)Nc1ccccc1NC2c1cccc(F)c1 (stereo not drawn),-0.4
CC(=O)Oc1ccc(C(=O)Nc2ccccc2C(=O)NCC(C)C)cc1,-1.6
Cc1c(Br)c([N+](=O)[O-])nn1CC(=O)N1CCN(C)CC1,1.2
COC(=O)C1=C(C)N(C)C(C)=C(C(=O)OC)C1c1ccncc1,8.6
O=C(Cc1cccc2ccccc12)NCC1(c2ccccc2)CCOCC1,4.6

# In the list so far, these have bromine:
SMILES,ER stress surv
COc1ccccc1N1CCN(C(=O)CN(c2ccc(Br)cc2)S(=O)(=O)c2ccccc2)CC1,1.7
Cc1cccc(C(=O)N/C(=C/c2ccc(Br)cc2)C(=O)NN)c1,-3.7
CCOC(=O)C1=C(C)N=c2s/c(=C\c3cc4c(cc3Br)OCO4)c(=O)n2C1c1ccc(OC)cc1 (stereo not drawn),6.7
CC(=O)Oc1ccc(/C=C2\C=C(c3ccc(Br)cc3)OC2=O)c(OC(C)=O)c1,5.3
CN1C(=O)C(=Cc2cc(Br)c(O)c(I)c2)C(=O)N(C)C1=O,-1.0
O=C(CSc1nc2ccc([N+](=O)[O-])cc2[nH]1)c1ccc(Br)cc1,8.9
CCOC(=O)c1ccc(N=Cc2ccc(Br)s2)cc1,7.9
O=[N+]([O-])c1cc2c(c([N+](=O)[O-])c1)Nc1ccccc1N=C2c1ccc(Br)cc1,7.1
COc1ccc(CNC(=O)Cc2ccc(Br)cc2)cc1,9.3
Cc1c(Br)c([N+](=O)[O-])nn1CC(=O)N1CCN(C)CC1,1.2

# Following part.
SMILES,ER stress surv
Cc1nnc(Nc2ccc(C(=O)Nc3c(Cl)cccc3Cl)cc2)c2ccccc12,-4.7
CCC(O)(C#CCN1CCCCC1)CC,6.3
COc1cc2c(cc1NC(=O)c1ccc(F)cc1)oc1ccccc12,13.1
O=C(Nc1ccc(N2CCOCC2)c(Cl)c1)c1ccc([N+](=O)[O-])cc1Cl,3.1
Cc1ccc(C)c(S(=O)(=O)Nc2cc(Br)c(O)c3ccccc23)c1,-8.1
Cc1cc2nc(-c3cccc(NC(=S)NC(=O)c4ccco4)c3)oc2cc1C,0.1
CC(C)C(NC(=O)c1c(Cl)cccc1Cl)C(C)C,5.3
O=S(=O)(Nc1ccc(F)cc1)c1ccc2c(c1)Cc1cc(S(=O)(=O)Nc3ccc(F)cc3)ccc1-2,11.6
Cc1nc(Nc2nc3ccccc3o2)nc(C)c1C,-6.4
COc1ccc(OC)c(C=NNC(=O)Cn2nnc3ccccc32)c1,11.0
CC(=O)C12c3ccccc3C(c3ccccc31)C1C(=O)N(c3cc(C(F)(F)F)ccc3Cl)C(=O)C12 (stereo not drawn),3.5
Clc1ccc(/C=C/C=Nc2ccc(-c3nc4ccccc4o3)cc2)cc1,-11.6
c1ccc(CC2=NNC(c3ccccc3)S2)cc1 (stereo not drawn),11.5
O=C(COc1ccccc1Cl)Nc1cccc(-c2nc3ncccc3o2)c1,-4.2
O=[N+]([O-])c1ccc(C2Nc3c(cccc3[N+](=O)[O-])C3C=CCC32)cc1 (stereo not drawn),-3.0
O=C(/C=C/c1ccccc1)Nc1cccc(Br)c1,-0.1
CC1(C)CC(NC(=O)c2ccccc2Br)CC(C)(C)N1,7.4
CC1(C)Oc2ccc3ccc(=O)oc3c2/C(=N\O)C1=O,8.0
Oc1ccc(Nc2nc(-c3cccs3)cs2)cc1,-0.2
Cc1nnc(N2C(=O)c3ccc(-c4nc5ccccc5c(=O)o4)cc3C2=O)s1,5.9
COc1ccc(C(=O)Nc2ccc(-c3nc4ccccc4s3)cc2)cc1Br,4.7
CCCOc1cccc(C(=O)Nc2scc(-c3ccc(F)cc3)c2C(=O)OC)c1,3.6
CCOC(=O)c1c(-c2ccc(OCC)cc2)csc1N,6.9
CC1CC(Nc2ccccc2)c2ccccc2N1C(=O)c1cccc2ccccc12 (stereo not drawn),-8.8
Cc1ccc(N2C(=O)CC(NCCc3ccccc3)C2=O)cc1 (stereo not drawn),2.8
CCOc1ccc(N(CC(=O)Nc2ccccc2CC)S(=O)(=O)c2ccc(SC)cc2)cc1,2.2
O=C(NCCCn1ccnc1)c1ccccc1[N+](=O)[O-],8.8
O=C(Nc1ccc(OC(F)(F)F)cc1)c1nn2c(c1Br)NC(c1cccs1)CC2C(F)(F)F (stereo not drawn),1.5
CC(=O)NC(NC(=S)Nc1ccc(C(C)=O)cc1)C(Cl)(Cl)Cl (stereo not drawn),3.8
CSc1nnc2n(-c3ccccc3)c(=O)c3c4c(sc3n12)CC(C(C)(C)C)CC4 (stereo not drawn),17.3
O=[N+]([O-])c1ccc(-c2nc(NCc3ccccc3)cc(-c3ccccc3)n2)cc1,6.2
CCOC(=O)C1CCN(C(=S)Nc2ccc(OCC)cc2)CC1,-3.0
COc1cc(NC(=O)c2cc(Br)ccc2OC)ccc1NC(=O)c1ccco1,2.3
COc1cccc(C(=O)/C=C/c2ccc(Cl)cc2)c1,-0.8
CC1(C)CC(NC(=O)CN2CCN(CC(=O)NC3CC(C)(C)NC(C)(C)C3)CC2)CC(C)(C)N1,1.8
COc1cccc(OC)c1C(=O)Nc1cccc(Oc2ccc3c(c2)C(=O)N(c2ccccc2)C3=O)c1,7.0
COc1cccc(N2C(=O)C(=O)/C(=C(\O)c3ccccc3)C2c2ccc(Br)cc2)c1 (stereo not drawn),7.2
N/C(Cc1ccc([N+](=O)[O-])cc1)=N\OC(=O)c1cccc(I)c1,-0.2
CNc1ccc([N+](=O)[O-])cc1N/C=C1\CCc2ccccc2C1=O,-4.0
O=C(COc1ccc([N+](=O)[O-])cc1)Nc1cc(C(F)(F)F)ccc1Cl,14.3
Cc1c(C#N)c2ncnc(-c3ccccc3)c2n1-c1ccccc1,9.8
